Screening results from PubChem BioAssay.
Epigenetic reg – Quantitative High-Throughput Screen for Regulators of Epigenetic Control; murine LDR cells, GFP reporter derepression, 30 h; AID 1865, 2009; Potency, µM (doses to about 53.9 µM), for inactives: at the highest dose GFP activation, most hits filed as activators; 280,000 compounds, 0.2% hits; note: potency is the fitted concentration of half-maximal effect; % of control where 0% means no effect; nearly all actives have a fitted effect of over 60% in size
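Murine LDR cells bearing a silenced CMV-driven GFP reporter were exposed to compound for 30 h at 37 C. After PBS washes, GFP-positive cells (20-120 um objects) counted by laser-scanning microplate cytometry.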
TRb SRC2 PPI – qHTS for Inhibitors of the Interaction of Thyroid Hormone Receptor and Steroid Receptor Coregulator 2; Thyroid hormone receptor beta (Homo sapiens), P10828; Potency, µM (titrated, usually from 106 µM), without a hit: at the top dose activity change, negative = inhibition, actives largely listed as inhibitors; AID 1469, 2008; TRbeta-SRC2 peptide binding, fluorescence polarization; receptor liganded with 1 µM T3; 280,000 compounds, 0.065% hits;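 note: potency is the fitted concentration of half-maximal effect; plate controls were bound peptide for no effect and peptide without receptor for full effect; nearly all actives have a fitted effect of over 50% in size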
Target sequence (P10828 whole entry, looked up): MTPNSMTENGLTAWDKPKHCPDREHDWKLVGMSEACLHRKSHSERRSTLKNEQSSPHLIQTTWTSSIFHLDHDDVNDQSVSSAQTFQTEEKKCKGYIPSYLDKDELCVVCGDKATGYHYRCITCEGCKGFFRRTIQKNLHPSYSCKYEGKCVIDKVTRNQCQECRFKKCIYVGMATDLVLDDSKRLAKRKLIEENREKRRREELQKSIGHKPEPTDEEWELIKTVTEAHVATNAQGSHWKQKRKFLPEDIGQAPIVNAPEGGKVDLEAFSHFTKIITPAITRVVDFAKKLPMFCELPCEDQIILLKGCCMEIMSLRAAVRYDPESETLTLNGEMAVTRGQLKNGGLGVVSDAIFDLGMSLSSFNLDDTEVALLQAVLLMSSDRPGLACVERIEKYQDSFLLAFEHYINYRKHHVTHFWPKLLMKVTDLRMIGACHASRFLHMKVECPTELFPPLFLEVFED
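Compounds were added to 0.6 uM TRb ligand-binding domain and 20 nM Texas Red-labeled SRC2 peptide in Tris buffer containing 1 uM T3, incubated 5 hr at ambient temperature, then read by fluorescence polarization.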
aGal spleen mod – qHTS Assay for Inhibitors and Activators of Human alpha-Galactosidase From Spleen Homogenate. Alpha-galactosidase A (Homo sapiens), P06280. human spleen homogenate, 4MU-alpha-Gal fluorescence, 40 min. Potency, µM (series often up to 80 µM), without a hit: at the highest dose activity change, negative = inhibition, actives largely listed as inhibitors. 240,000 compounds, 0.008% hits;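 note: potency is the fitted concentration of half-maximal effect; 0% = enzyme with vehicle and -100% = no enzyme basal signal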
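Fluorogenic readout (Ex 365/Em 440 nm) of 4-methylumbelliferone released from 1 mM 4-MU-alpha-galactoside by spleen homogenate, 40 min at 37C, pH 5.0. Data normalized to no-enzyme and enzyme controls; Hill-equation AC50 from compound titrations.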
NPSR antagonist – qHTS Assay for Antagonists of the Neuropeptide S Receptor: cAMP Signal Transduction; Q6W5P4; Potency, µM (titrated, usually from 38.3 µM), inactives show at the top dose activity change, negative = inhibition, actives largely listed as inhibitors; 220,000 compounds, 1% hits; CHO-NPSR cells, cAMP TR-FRET, antagonist mode; note: potency is the fitted concentration of half-maximal effect; % is set by controls: 0 for no effect and ±100 for the full control effect; nearly all actives have a fitted effect of over 50% in size; many of its hits are not listed in these tables
Target sequence (Q6W5P4 whole entry, looked up): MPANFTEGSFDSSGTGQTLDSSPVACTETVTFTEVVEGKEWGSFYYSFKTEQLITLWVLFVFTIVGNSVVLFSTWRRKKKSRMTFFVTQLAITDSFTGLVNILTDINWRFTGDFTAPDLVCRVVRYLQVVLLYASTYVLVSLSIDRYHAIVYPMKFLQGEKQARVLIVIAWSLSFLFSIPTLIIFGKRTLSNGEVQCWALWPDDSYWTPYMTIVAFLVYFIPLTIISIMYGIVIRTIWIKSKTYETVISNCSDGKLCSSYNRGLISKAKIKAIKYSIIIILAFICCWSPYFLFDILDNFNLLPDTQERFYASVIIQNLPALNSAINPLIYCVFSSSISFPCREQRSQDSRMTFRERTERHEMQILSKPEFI
Tau fluor counter – Counterscreen qHTS for Inhibitors of Tau Fibril Formation, Fluorescence Polarization | tau K18 P301L (four-repeat tau fragment) Alexa594 fluorescence, heparin fibrillization | Potency, µM (titrated, usually from 57.7 µM), inactives show at the top dose activity change, negative = decrease | 280,000 compounds, 0.93% hits | AID 1463, 2008; note: potency is the fitted concentration of half-maximal effect; % is set by controls: 0 for no effect and ±100 for the full control effect; nearly all actives have a fitted effect of over 55% in size
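Human K18 P301L tau (15 uM unlabeled plus 0.24 uM Alexa 594-labeled, final) in 100 mM sodium acetate pH 7 was mixed with compound and 20 uM heparin and incubated 6 hr at 37 C.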
Tau FP inhib – qHTS for Inhibitors of Tau Fibril Formation, Fluorescence Polarization; Potency, µM (titrated, usually from 57.7 µM), without a hit: at the highest dose activity, negative = inhibition, most hits filed as inhibitors; AID 1468, 2008; Microtubule-associated protein tau (Homo sapiens), P10636; 280,000 compounds, 0.39% hits; K18 P301L tau heparin fibrillization, Alexa594 FP, 6 h; note: potency is the fitted concentration of half-maximal effect; % is set by controls: 0 for no effect and ±100 for the full control effect; nearly all actives have a fitted effect of over 55% in size
Target sequence (P10636 561-689 P618L limits assumed): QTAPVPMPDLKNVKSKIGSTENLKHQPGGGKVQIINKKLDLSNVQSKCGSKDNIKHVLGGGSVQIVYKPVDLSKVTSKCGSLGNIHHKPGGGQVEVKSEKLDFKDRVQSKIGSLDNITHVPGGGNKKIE
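Read-out: fluorescence polarization of Alexa 594-labeled tau (0.24 uM), 555 nm excitation, 632 nm emission. Mixtures held 15 uM unlabeled K18 P301L, compound and 20 uM heparin, pH 7 acetate buffer, incubated 6 hr at 37 C.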
CBFb RUNX1 block – qHTS Assay for Compounds Blocking the Interaction Between CBF-beta and RUNX1 for the Treatment of Acute Myeloid Leukemia; AlphaScreen CBFb-His/RUNX1-biotin binding, biochemical; AID 1477, 2009; Runt-related transcription factor 1 (Homo sapiens) + Core-binding factor subunit beta …; Potency, µM (highest dose often 59.8 µM), inactives show at the top dose activity, negative = inhibition, usual class: inhibitors; 230,000 tested, under 10 active; note: % of control where 0% means no effect
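AlphaScreen proximity signal reports loss of binding between His-tagged CBF-beta and biotin-labelled RUNX1, each at 30 nM. Proteins are pre-associated for 20 minutes, compounds added for 15 minutes, then beads for 90 minutes, all at ambient temperature.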
TR SRC2 fluor cs – Total Fluorescence Counterscreen for Inhibitors of the Interaction of Thyroid Hormone Receptor and Steroid Receptor Coregulator 2; TRb/SRC2 Texas Red total fluorescence interference; Potency, µM (top dose mostly 106 µM), inactives show top-dose fluorescence change, negative = quenching; 280,000 compounds, 0.29% hits; AID 1479, 2009; active = well fitted curve in either direction with a large enough effect; inconclusive = small, poorly fitted or top-dose-only effect; note: potency is the fitted concentration of half-maximal effect; % is set by controls: 0 for no effect and ±100 for the full control effect
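Human TRβ ligand-binding domain (0.6 uM) and Texas Red SRC2 peptide (20 nM) in Tris buffer with 1 uM T3 and 5% DMSO were incubated with pinned compound for 5 hr at ambient temperature. Total fluorescence was computed as S + 2P (555/632 nm).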
* hit, by the source's call; u = inconclusive; x = not tested or not shown; & = joins results of further samples; [ ] = another dose, or the depositor's remark. Unless noted, calls come from the whole dose curve; as a rule, active = well fitted curve in the direction sought with a large enough effect; inconclusive = small, poorly fitted or top-dose-only effect, or another doubt; inactive = no such curve, though single readings can be large; an effect the other way counts as inactive or inconclusive.

SMILES | Epigenetic reg | TRb SRC2 PPI | aGal spleen mod | NPSR antagonist | Tau fluor counter | Tau FP inhib | CBFb RUNX1 block | TR SRC2 fluor cs
COc1cc(C)c(C(C)C)cc1S(=O)(=O)n1ccnc1 | 0.0% | 14% | -2% | 4%[46.1 µM] | 0% | -1% | 8% | -1%
CCOC(=O)N1CCN(S(=O)(=O)c2ccc3c(c2)CCN3C(=O)C2CCC2)CC1 | 1.1% | 0% | -3% | -16%[46.1 µM] | -6% | -6% | 7% | -1%
CC(=O)Nc1ccc(NC(=O)C(C)OC(=O)CNS(=O)(=O)c2cccc(Cl)c2)cc1 (stereo not given) | -0.3% | -3% | -2% | 8% | -4% | 1% | 7% | -2%
CCC(=O)/C=C1/Sc2ccc(OC)cc2N1CCO | 2.4% | 0% | -2% | -3% | -6% | 1% | 0% | -3%
Cc1cccc2cc(C3CC(c4cccs4)=NN3C(=O)CCC(=O)O)c(Cl)nc12 (stereo not given) | 0.0% | -3% | -2% | -23%[46.1 µM] | -5% | -11% | 3% | -3%
CCOc1ccc(OCCOCCN2CCOCC2)cc1 | -1.5% | -4% | -14% | -3%[46.1 µM] | -13% | 0% | 1% | 0%
CCOc1ccc(N(CC(=O)Nc2cc(OC)cc(OC)c2)S(=O)(=O)c2c(C)[nH]c(=O)[nH]c2=O)cc1 | -1.1% | 1% | x | x | -7% | -2% | x | -1%
CN1CCC2(CC1)N=C(c1ccc(F)cc1)C(=S)N2C(=O)c1ccccc1 | 0.1% | -2% | 1% | -4%[46.1 µM] | -2% | -7% | -3% | -3%
O=S(=O)(Nc1cccc(-c2ccc(N3CCOCC3)nn2)c1)c1ccc(F)c(C(F)(F)F)c1 | 0.0% | 9% | x | x | -25% | 1% | x | -21%
CN(C)c1cccc(NC(=O)Cc2ccc(F)cc2)c1 | 1.3% | -7% | 1% | -14%[46.1 µM] | -8% | 1% | -10% | 1%
O=C(Nc1ccc2c(c1)OCCO2)C1CCN(S(=O)(=O)Cc2ccccc2)CC1 | -5.9% | 2% | 5% | u | -9% | -1% | 7% | -4%
Cn1c(=O)n(C)c2cc(/C=N/n3cnnc3)ccc21 | -2.3% | 3% | -1% | -10%[46.1 µM] | 6% | 5% | 5% | 0%
Cc1cc(C)c2c(n1)nn1c(NCCOCCO)cc(C)nc21 | 0.0% | -16% | u | -7%[46.1 µM] | -5% | -5% | -3% | -4%
COc1ccc(-c2cc(C(F)(F)F)nc(SCCC(=O)NCc3ccco3)n2)cc1 | 3.1% | 16% | 1% | -16% | -18% | -7% | 4% | -3%
COc1ccc(-c2noc(COc3ccc4c(c3)OCO4)n2)cc1OC | 2.5% | 10% | 8% | 8%[46.1 µM] | 6% | 1% | 3% | 2%
COc1cc(C(N)=O)cc(Cl)c1OC | -1.2% | -5% | 6% | -20% | 1% | -4% | 9% | 1%
COc1ccc(NC(=O)c2cc3ccc4c5ccccc5[nH]c4c3cc2O)cc1 | -4.5% | -5% | 2% | -6% | 3.2µM*[quencher] | 10% | -5% | -3%
CCOc1ccc(N(CC(=O)Nc2ccc(OC)cc2)S(C)(=O)=O)cc1 | -0.2% | -22% | 12% | 10%[46.1 µM] | -12% | -8% | -1% | -5%
NC(=O)CNC(=O)c1cccc(Cl)c1 | -1.0% | -7% | 3% | -25% | -13% | -9% | 7% | -3%
Cc1cc(C)cc(NC(=O)C2CCCN(c3cnccn3)C2)c1 (stereo not given) | 4.0% | 3% | x | x | -6% | -1% | x | 1%
COc1ccccc1-c1cc(C(=O)N/N=C/c2ccc(C)s2)c2ccccc2n1 | 0.0% | 2% | -25% | -26%[46.1 µM] | -18% | -14% | -12% | -5%
Cc1scc(C(=O)NCc2ccco2)c1-c1ccccc1 | 0.9% | 7% | 2% | -19%[46.1 µM] | -11% | -11% | u | 7%
COc1cccc(N2CCN(C(=O)CN(C)S(=O)(=O)c3ccc4c(c3)c(=O)n(C)c(=O)n4C)CC2)c1 | -0.3% | 3% | 0% | 3% | -12% | 5% | 5% | 2%
CCCN=C1NC(=O)C(CC(=O)NCCc2ccccc2)S1 (stereo not given) | -0.5% | -7% | 1% | 22% | 0% | -10% | 7% | -3%
CC(C)C(=O)NC(=S)Nc1ccc(S(=O)(=O)N(C)C)cc1 | -0.9% | 5% | -4% | 14% | -1% | 1% | -7% | 0%

(continued)
SMILES | Epigenetic reg | TRb SRC2 PPI | aGal spleen mod | NPSR antagonist | Tau fluor counter | Tau FP inhib | CBFb RUNX1 block | TR SRC2 fluor cs
CCOc1ccccc1Oc1nc(C)nc2c1oc1ccccc12 | 1.3% | -2% | x | x | -1% | -5% | x | 2%
CCOC(=O)CSc1ncc(OC)c(Sc2ccc(Cl)cc2)n1 | 0.0% | 4% | -10% | -27%[46.1 µM] | -14% | -1% | 14% | -5%
O=C(O)COc1ccccc1/C=N/NC(=O)CSc1nnc(SCc2ccccc2)s1 | -2.3% | 3% | -6% | 12% | -12% | -8% | 3% | -1%
C/C(Cl)=C\Cn1c(O)c(N=NC(N)=S)c2ccccc21 | 3.1% | 8% | 0% | u | u | -16% | -29% | -3%
COc1ccc(C2CC3(CC(C)(C)NC(=S)N3)Oc3cc(O)cc(C)c32)cc1OC (stereo not given) | 4.2% | -3% | 1% | -21% | -1% | 0% | -10% | 2%
CCOC(=O)/C(C#N)=C/c1cc(C)n(-c2ccccc2)c1C | -3.0% | 5% | 11% | -10%[46.1 µM] | -24% | -5% | 2% | 1%
CC1=CC(C)(C)N2C(=O)C3(C(C#N)=C(N)Oc4cc(O)ccc43)c3cccc1c32 (stereo not given) | -1.0% | -21% | 1% | -23%[46.1 µM] | u | u | -11% | -3%
Cc1ccc(-n2c(=O)c3ccc(C(=O)NCc4ccco4)cc3n(Cc3ccccc3C#N)c2=O)cc1 | u | -6%&4% | 5% | 31% | -14%&-2% | -7%&-3% | -3% | -1%&-1%
O=C(CCc1ccccc1)NNC(=S)Nc1ccc(F)cc1 | -0.2% | 4% | 7% | 12% | -7% | 1% | -5% | -5%
CN(C1=C(NC(=O)c2ccc(Cl)cc2)C(=O)c2ccccc2C1=O)c1ccccc1 | 0.0% | -7% | 5% | -22%[46.1 µM] | 2% | 10% | 1% | 1%
Oc1ccc(N=Nc2ccc3c(c2)OCCO3)c2cccnc12 | -2.2% | -3% | -4% | -20% | u | u | x | -7%
CC(C)c1nnc(NC(=O)C2CCN(S(=O)(=O)c3ccc(-n4cnnn4)cc3)CC2)s1 | -0.6% | 3% | -4% | 1% | -4% | u | -18% | -5%
O=[N+]([O-])c1cccc(C2=NCCS2)c1 | -2.0% | 0% | 5% | 9% | 5% | 5% | 13% | 0%
Cc1ccsc1/C=c1\sc2ncnn2c1=O | -0.5% | 0% | -8% | -16%[46.1 µM] | 8% | -3% | 2% | -7%
CC(C)c1cc(CN2CCN(CCC#N)CC2)cc(C(C)C)c1O | -1.3% | -1% | 19% | -1%[46.1 µM] | -1% | -3% | -4% | 0%
Cc1cccn2c(CN[C@@H]3CCCC[C@H]3c3ccccc3)c(C(=O)N3CCOCC3)nc12 | 1.1% | -7% | -3% | -4% | 4% | 5% | -1% | -3%
CC(SCc1ccccc1)C(=O)Nc1ccc2c(c1)OCO2 (stereo not given) | 0.8% | -9% | -1% | -10%[46.1 µM] | -22% | -10% | -1% | -3%
CSc1nnc(C)c(=O)n1COC(=O)COc1ccc(F)cc1 | -4.3% | 6% | 2% | 9% | -14% | -7% | 1% | 1%
CCCN1C(=O)c2ccc(C(=O)NCc3ccco3)cc2C1=O | 0.0% | 7% | 6% | -3%[46.1 µM] | -7% | 0% | 7% | -1%
CC1(C)Cc2c(sc3[nH]c(=S)n(Cc4ccccc4)c(=O)c23)CO1 | 0.1% | 3% | 1% | -2%[46.1 µM] | -27% | 11% | -7% | 3%
CCc1ccccc1NC(=O)CCNS(=O)(=O)c1ccc2c(c1)CCN2C(=O)C1CC1 | 0.0% | -5% | x | x | -10% | 2% | x | -3%
Cc1cc(C)cc(NC(=O)CSCc2cc(=O)c3cc(Cl)ccc3[nH]2)c1 | 0.1% | -2% | x | x | -4% | -12% | x | -2%
COCCCNC(=S)Nc1ccc(N2CCCCC2)cc1 | -0.2% | -4% | -7% | 0% | -10% | 8% | -8% | -4%
CCCC(=O)N1CCN(C2=NS(=O)(=O)c3ccccc32)CC1 | -0.9% | -2% | 5% | -9%[46.1 µM] | 1% | -8% | 5% | -1%
COc1ccc(NC(=S)NCc2cccnc2)cc1 | 2.4% | 1% | 1% | 20% | -12% | -8% | 3% | -1%
Nc1nnc(SCC(=O)NC2CCCCC2)n1-c1ccccc1 | -2.1% | -11% | 0% | -8%[46.1 µM] | 0% | 6% | 6% | 0%
COc1ccc(Cl)cc1NC(=O)COC(=O)CC(C)(C)CC1=NS(=O)(=O)c2ccccc2N1 | 2.1% | -1% | x | x | u | u | x | -10%
COc1cc(CN(C(=O)c2ccc(C)cc2)C2CCS(=O)(=O)C2)cc(OC)c1OC (stereo not given) | -0.8% | -2% | x | x | -5% | 0% | x | 2%
Fc1ccccc1OCCSc1nc2ccccc2o1 | -1.0% | -4% | 0% | -9%[46.1 µM] | -6% | 6% | u | 1%

A portion of the library (hit frequency here may not be typical).
